Bioassay records deposited in PubChem BioAssay by Broad Institute.
esBAF inh = inhibitors of esBAF chromatin remodeling in mouse ES cells; Bmi1-luciferase knock-in reporter, 24 h; 100% = twice the neutral-well signal; reporter increase, % at 12.5 µM; 2% of 350,000 active; AID 602393; in the data active means activation above about 40%;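 further: 0% = median of the plate's neutral control wells and 100% = double that signal; a rise in the Bmi1 reporter signal indicates esBAF inhibition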
RAD54 inh = RAD54 (human) branch migration inhibition; Q92698; RAD54 Holliday junction branch migration, FAM/BHQ fluorescence; inhibition, % at 10.4 µM; 0.14% of 360,000 active; AID 602329;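 active means mean normalized replicate activity at least 40 and at least half of replicates scoring 40 or more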;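 further: 0% = median of neutral control wells and 100% = median of positive control wells; inhibitors cause a drop in the FAM fluorescence signal; in these data hits start at about 50%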
RAD52 anneal inh = blocks human RAD52 DNA annealing | P43351 | recombinant RAD52 DNA annealing, FRET fluorescence | inhibition, % at 18.7 µM | 0.46% of 360,000 active;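 active means every replicate showing at least 50% inhibition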
Target sequence (P43351 whole entry, looked up): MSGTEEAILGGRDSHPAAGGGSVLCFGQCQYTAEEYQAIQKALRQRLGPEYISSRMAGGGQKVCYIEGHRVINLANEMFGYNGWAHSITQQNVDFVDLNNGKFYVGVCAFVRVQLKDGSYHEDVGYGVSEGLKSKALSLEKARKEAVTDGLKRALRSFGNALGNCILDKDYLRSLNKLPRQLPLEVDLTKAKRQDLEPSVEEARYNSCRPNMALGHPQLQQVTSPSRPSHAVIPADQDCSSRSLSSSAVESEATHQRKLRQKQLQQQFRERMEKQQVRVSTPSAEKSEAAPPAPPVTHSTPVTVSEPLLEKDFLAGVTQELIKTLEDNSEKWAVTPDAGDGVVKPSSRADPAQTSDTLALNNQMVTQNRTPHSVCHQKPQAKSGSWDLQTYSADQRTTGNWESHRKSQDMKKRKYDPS
ARNT TACC3 PPI = ARNT/TACC3 interaction disruption | inhibition, % at 9.99 µM | 0.66% of 390,000 active | AID 623870 | AlphaScreen His-ARNT PAS-B/GST-TACC3 binding, luminescence; TACC3 fragment carries E629A point mutation;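 active means mean inhibition of replicates at least 50% and at least half of replicates each reaching 50%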;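 further: 0% = complete ARNT plus TACC3 wells and 100% = ARNT alone without TACC3; many hits fall short of the cut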
XiGFP reactiv = reactivates the inactive X chromosome in mouse fibroblasts; XiGFP mouse fibroblasts, % GFP-positive cells imaging, 3 d; cells co-treated with 5-aza-dC sensitizer; scaled so ellipticine positive control = 100%; activation, % at 7.58 µM; 0.055% of 360,000 active; AID 743238;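 active means mean normalized replicate activation at least 10% and every replicate at or above 10%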;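 further: 0% = median of on-plate neutral control wells and 100% = ellipticine 6 µM median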
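Assay system – SV40-immortalized XiGFP fibroblast cells, line 68-5-11 · Buffer or medium – DMEM supplemented with 5-aza-dC as sensitizing agent · Dosing – one concentration, pinned · Benchmarks – positive control ellipticine, 6 µM final · Times – 3 days compound exposure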
INS-1E GSIS act = primary screen for activators of insulin secretion dependent on glucose, INS-1E cells, GLuc reporter luminescence. INS-1E GLuc reporter insulin secretion, 2-3 h. activation, % at 16.6 µM. 0.61% of 370,000 active. AID 743287;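 active means lowest replicate activation of at least 40%, so every replicate reaches that level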;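 further: 0% = median of neutral control wells and 100% = median of IBMX positive control wells; some compounds called inactive have numbers as strong as hits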
F508del corr = CFTR F508del correction in bronchial cells; CFBE cells, YFP halide quenching; stimulated with forskolin plus potentiator P3; % fluorescence drop versus neutral controls; activity (quench increase), % at 7.58 µM; AID 720511; 0.36% of 350,000 active;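 active means mean added fluorescence quench of at least 8% versus neutral control, with both replicates also reaching 8%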;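 further: cells transiently co-express mutant CFTR-F508del with the halide-sensitive YFP; corrector assay measuring rescue of mutant channel to the surface after 24 h compound exposure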
ERAP1 inh = inhibitors of human ERAP1 aminopeptidase; recombinant ERAP1, Leu-AMC fluorescence, 60 min; inhibition, % at 10.7 µM; Q9NZ08; AID 652197; 0.15% of 340,000 active;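 active means mean replicate inhibition of at least 30%, or all replicates individually reaching that 30% level; inactive means mean below 30% and not every replicate reaching it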;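 further: 0% = neutral control wells and 100% = L-leucinethiol positive control wells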
Active calls of the source: *; i = inactive; . = not tested or not shown.

SMILES	esBAF inh	RAD54 inh	RAD52 anneal inh	ARNT TACC3 PPI	XiGFP reactiv	INS-1E GSIS act	F508del corr	ERAP1 inh
COC(=O)c1ccc(CN(C(=O)N2CCN(C)CC2)S(=O)(=O)c2ccc(C)cc2)cc1	.	2	-2	-1	0.0	15	1.0	0
COc1ccc(NC(=O)c2cc(-c3sc(NC(=O)c4ccccc4)nc3C)n(CCO)n2)cc1	.	.	-5	.	-0.1	8	1.7	3
CN(C)c1ccc(/C=N/NC(=O)CCc2nc3ccccc3[nH]2)cc1	.	.	-7	-2	0.0	6	0.4	0
O=C(NCc1cccc(Cl)c1)c1ccc(-n2ccnc2)c2ccoc12	14	-5	-4	.	0.1	.	0.3	-3
CC(C)COc1cccc(C(=O)NC(=S)Nc2cccc(NC(=O)c3ccccc3Cl)c2)c1	-2	.	.	-4	0.3	2	.	.
C[C@@H]1CN([C@H](C)CO)C(=O)Cc2cc(NS(=O)(=O)c3ccccc3)ccc2O[C@H]1CN(C)S(=O)(=O)c1ccc(F)cc1	4	5	.	3	0.5	-2	-0.5	.
COc1cc(N=Nc2cccc(S(N)(=O)=O)c2)c2ccccc2c1N	4	-21	-10	1	2.6	-47	2.8	-1
CC1Cc2cc(S(=O)(=O)N3CCN(c4ccccc4F)CC3)ccc2N1C(=O)C1CC1 (stereo not given)	1	-1	-16	3	0.2	-22	0.0	2
C/C=C/c1cnc2c(c1)C(=O)N([C@H](C)CO)C[C@H](C)[C@H](CN(C)C(=O)C1CCCCC1)O2	1	-4	1	-8	-0.2	-4	0.5	0
O=S(=O)(c1cc(Cl)cc(Cl)c1O)N1CCC2(CC1)OCCO2	.	-5	-25	6	0.3	0	2.7	-1
C[C@@H]1CCCCO[C@H](CN(C)C(=O)Nc2ccc(C(F)(F)F)cc2)[C@@H](C)CN([C@H](C)CO)C(=O)c2cc(NC(=O)Cc3ccccc3)ccc2O1	4	-5	-13	-6	0.0	-1	-1.2	1
CCOc1cc(/C=N/NC(=O)c2nnn(-c3nonc3N)c2C)ccc1OCc1ccc(C)cc1	-4	2	-2	.	0.0	4	-3.5	2
Cc1nc(SCC(=O)Nc2cccnc2Cl)nc(C)c1C	-1	-3	5	-2	0.2	-9	-0.5	3
Clc1ccc(-c2nnnn2-c2ccc(Cl)cc2)cc1	.	-8	-8	3	0.3	11	1.1	1
Cc1cccc(N2CCN(S(=O)(=O)c3ccc4c(c3)C(C)(C)C(=O)N4C)CC2)c1C	-3	-7	5	1	0.1	17	-0.9	6
O=C(Nc1ccc2c(c1)[C@H]1C[C@H](CC(=O)N3CCc4ccccc4C3)O[C@H](CO)[C@H]1O2)NC1CCCC1	25	7	-17	-9	0.0	-31	0.4	-1
Cc1cc(C)n(C(C)CNC(=O)c2ccc3c(c2)OCO3)n1 (stereo not given)	8	15	-1	-8	0.0	2	5.5	-3
O=C(O)c1ccc2c(=O)n(-c3ccc(F)cc3)c(=S)[nH]c2c1	.	3	-16	-2	.	23	0.5	.
CCCNC(=O)Nc1ccc2c(c1)C(=O)N(C)C[C@@H](OC)[C@@H](C)CN(CC1CCCC1)[C@@H](C)CO2	5	.	.	.	-0.1	7	1.4	.
COCC(=O)Oc1cc(-c2ccc(C)cc2C)c(OC(=O)COC)c(-c2ccc(C)cc2C)c1	.	-3	-2	.	0.0	.	2.4	-2
Cc1cc(C)nc(NC(=O)c2ccccc2O)n1	3	-19	-9	-7	0.0	31	-0.6	-2
O=C(N[C@H]1CC[C@@H](CCn2cc(C3(O)CCCC3)nn2)O[C@@H]1CO)C1CCOCC1	0	-3	-4	-4	-0.3	5	0.2	-2
Cc1cc(C(=O)OCC(=O)N2CC(C)OC(C)C2)ccc1[N+](=O)[O-] (stereo not given)	.	.	-9	-11	-0.1	-27	-1.5	-1
Cc1ccc(S(=O)(=O)N(C)C)cc1NC(=O)CSc1nncs1	2	4	-1	-42	-0.1	21	3.0	1
C[C@@H]1CCCCO[C@@H](CN(C)Cc2ccncc2)[C@H](C)CN([C@H](C)CO)C(=O)c2cc(NC(=O)CCC(F)(F)F)ccc2O1	1	-4	0	-2	0.2	15	-1.1	0

One compound at a time (already shown). Order of values: esBAF inh, RAD54 inh, RAD52 anneal inh, ARNT TACC3 PPI, XiGFP reactiv, INS-1E GSIS act, F508del corr, ERAP1 inh
`COC(=O)c1ccc(CN(C(=O)N2CCN(C)CC2)S(=O)(=O)c2ccc(C)cc2)cc1` is listed as ., 2, -2, -1, 0.0, 15, 1.0, 0
`CC1Cc2cc(S(=O)(=O)N3CCN(c4ccccc4F)CC3)ccc2N1C(=O)C1CC1` (stereo not given) is listed as 1, -1, -16, 3, 0.2, -22, 0.0, 2
`Cc1cc(C)n(C(C)CNC(=O)c2ccc3c(c2)OCO3)n1` (stereo not given) is listed as 8, 15, -1, -8, 0.0, 2, 5.5, -3

Continuation.
SMILES	esBAF inh	RAD54 inh	RAD52 anneal inh	ARNT TACC3 PPI	XiGFP reactiv	INS-1E GSIS act	F508del corr	ERAP1 inh
C=CCN1C(=O)[C@@]2(O[C@@H](CCn3cc(CCO)nn3)[C@H]([Si](C)(C)c3ccc(OC)cc3)[C@H]2C)c2cc(NC(=O)c3ccc(OC)cc3)ccc21	.	-10	-6	-6	.	.	1.7	0
COc1ccccc1CN1CCNC(=O)C1CC(=O)N(C)Cc1nc(C)cs1 (stereo not given)	-3	-10	-15	.	-0.1	9	-0.4	-6
Nc1nc(Nc2cccc(Cl)c2)nc(NCc2ccco2)c1[N+](=O)[O-]	.	.	-40	13	0.2	15	0.0	.
CC(NC(=O)/C=C/c1ccco1)c1nc2ccccc2n1Cc1c(Cl)cccc1Cl (stereo not given)	.	.	-52	-3	0.1	.	.	2
O=C(N/C(=C\c1cccnc1)C(=O)N1CCCCC1)c1cccc(Br)c1	-3	16	-10	0	0.0	13	-0.8	-2
Fc1ccc(CNc2nc3ccccc3n3nnnc23)cc1	20	1	-51	2	0.1	-1	-4.7	.
CSCCC(NC(=O)c1ccccc1Br)C(=O)NCCCn1nc(C)cc1C (stereo not given)	.	.	-9	2	1.2	0	3.4	-1
Cc1cc(C(=O)Nc2cccc3c2O[C@@H](CN(C)Cc2ccc4c(c2)OCO4)[C@H](C)CN([C@@H](C)CO)C3=O)n(C)n1	-2	-5	27	-3	0.0	-6	-1.0	0
O=C(NCc1ccccn1)C(=O)NN=C1CCCCCCCCCCC1	-5	-5	-18	2	0.0	17	-3.2	2
C[C@@H]1CN([C@@H](C)CO)C(=O)c2cc(C3=CCCC3)cnc2O[C@@H]1CN(C)C(=O)C1CCC1	-3	2	2	-9	-0.9	7	0.3	-1
O=C(N[C@@H]1CC[C@@H](CCNS(=O)(=O)c2ccc(F)cc2)O[C@H]1CO)c1ccccn1	-5	-1	-26	-16	-0.7	7	-0.1	-3
Cc1ccc(C2=NS(=O)(=O)N(C)C(C(=O)Nc3cc(C)n(CC(=O)N4CCC(C)CC4)n3)=C2)cc1	-4	0	0	-11	0.0	4	0.3	-1
COCC#Cc1ccc2c(c1)O[C@@H](CN(C)S(=O)(=O)c1ccc(F)cc1)[C@@H](C)CN([C@@H](C)CO)S2(=O)=O	5	5	-36	-2	-1.5	-4	-0.8	-2
C[C@H](CO)N1C[C@H](C)[C@H](CN(C)Cc2ccc(-c3ccccc3)cc2)Oc2ccc(NC(=O)Nc3cccc4ccccc34)cc2C1=O	-5	-7	-3	1	1.7	-7	4.5	-5
CCOc1ccc(NC(=O)COC(=O)Cn2nc(C)c([N+](=O)[O-])c2C)cc1OCC	-6	2	-7	2	0.0	49	0.2	2
O=C(C[C@@H]1C[C@@H]2c3cc(NC(=O)CC4CC4)ccc3O[C@@H]2[C@H](CO)O1)NCc1cc(F)ccc1F	3	4	-6	-1	0.2	7	-5.3	-3
CCSc1nnc(NC(=O)C2CC2c2ccccc2)s1 (stereo not given)	.	.	-17	.	0.0	.	-0.9	2
C[C@@H]1CCCCO[C@@H](CN(C)C)[C@H](C)CN([C@@H](C)CO)C(=O)c2cc(NC(=O)Nc3ccc4c(c3)OCO4)ccc2O1	2	6	0	7	0.2	-5	-0.5	3
Cc1cc(SCC(=O)Nc2ccc3[nH]c(=O)[nH]c3c2)nc2ccccc12	-4	-8	-3	.	0.0	7	-2.8	0
COCCN=C1Sc2nc3cc4c(cc3cc2CN1CC1CCCO1)OCO4 (stereo not given)	.	.	-12	-9	-0.2	31	-2.5	2
OC(c1ccc(Cl)c(F)c1)c1ncc(-c2ccccc2F)[nH]1 (stereo not given)	12	-2	-6	.	-0.1	-11	1.8	-2
C[C@@H]1CN([C@H](C)CO)C(=O)c2cccc(NS(=O)(=O)c3cn(C)cn3)c2O[C@@H]1CN(C)Cc1ccccc1	-2	-3	-8	4	-0.1	13	-0.4	-1
Cc1ccc(S(=O)(=O)Nc2cc(C(=O)NCCN(C)C)ccc2N2CCCC2)cc1	-1	.	-2	1	0.0	4	-2.1	0
O=C(COC(=O)c1ccc[nH]c1=O)NC1CCCCCC1	.	.	-11	4	-0.1	-7	-0.2	-7
O=C(C[C@H]1C=C[C@@H](NS(=O)(=O)c2ccccc2)[C@H](CO)O1)N1CCc2ccccc2C1	1	5	3	2	-0.7	-17	1.1	4
Carrying on:
SMILES	esBAF inh	RAD54 inh	RAD52 anneal inh	ARNT TACC3 PPI	XiGFP reactiv	INS-1E GSIS act	F508del corr	ERAP1 inh
CCOc1ccc2nc(NC(=O)c3ccc(C)o3)sc2c1	-29	2	-13	7	0.0	19	-0.9	2
CC(C)OC(=O)CSc1nc(Cc2cccs2)nc2ccccc12	.	.	-11	.	0.0	4	1.6	-2
CCOc1ccc(NC(=O)c2ccc(NC(=O)CSc3nc4ccccc4c(=O)[nH]3)cc2)cc1	.	.	-27	4	0.3	6	-6.6	-3
C[C@@H](NC(=O)C[C@H]1CC[C@H]2[C@@H](COC[C@@H](O)CN2C(=O)Nc2ccccc2)O1)c1ccccc1	-4	5	14	1	-0.1	15	-1.2	-1
C[C@H]1CN([C@@H](C)CO)C(=O)c2cc(-c3ccc(C#N)cc3)cnc2O[C@H]1CN(C)Cc1ccccn1	-1	6	-2	1	-0.4	23	0.9	-1
CCc1nc2ccc(C(=O)NCCC(C)C)cn2c1N(C)Cc1ccc(OC)cc1	-3	-1	-40	.	1.5	-25	-0.8	0
CC(C)CCN1C(=O)c2cccc3c(N)ccc(c23)C1=O	.	i	i	-93	99*	-6	5.8	1
Cc1ccc(-c2nnc(OCc3nc4ccccc4n3C)c3ccccc23)cc1	.	.	-5	2	0.0	31	2.9	-1
CCCC1CCc2[nH]nc(C(=O)NN)c2C1 (stereo not given)	-9	20	-14	-3	0.2	-9	1.8	-3

Taken from above:
CCOc1cc(/C=N/NC(=O)c2nnn(-c3nonc3N)c2C)ccc1OCc1ccc(C)cc1 in ERAP1 inh → 2
Cc1cc(SCC(=O)Nc2ccc3[nH]c(=O)[nH]c3c2)nc2ccccc12 in INS-1E GSIS act → 7
C[C@@H]1CN([C@H](C)CO)C(=O)c2cccc(NS(=O)(=O)c3cn(C)cn3)c2O[C@@H]1CN(C)Cc1ccccc1 in ERAP1 inh → -1
C[C@@H]1CCCCO[C@@H](CN(C)C)[C@H](C)CN([C@@H](C)CO)C(=O)c2cc(NC(=O)Nc3ccc4c(c3)OCO4)ccc2O1 in ARNT TACC3 PPI → 7
Cc1ccc(-c2nnc(OCc3nc4ccccc4n3C)c3ccccc23)cc1 in ERAP1 inh → -1
O=C(N[C@@H]1CC[C@@H](CCNS(=O)(=O)c2ccc(F)cc2)O[C@H]1CO)c1ccccn1 in INS-1E GSIS act → 7
OC(c1ccc(Cl)c(F)c1)c1ncc(-c2ccccc2F)[nH]1 (stereo not given) in F508del corr → 1.8

Compounds as they come. Share with any hit: about 3.3%.
